# Screening results deposited in PubChem by The Scripps Research Institute Molecular Screening Center.
# HTRA1 inhibitor: HTRA1 serine protease inhibitors, primary screen, biochemical, fluorescence polarization, HTS. recombinant HTRA1, FP-rhodamine activity-based probe. inhibition, % at 5.96 µM. 340,000 compounds, 0.5% hits; in the data active = inhibition above about 36%;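 note: 0% = enzyme with DMSO and 100% = wells lacking enzyme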
# Target sequence (Q92743 whole entry, looked up): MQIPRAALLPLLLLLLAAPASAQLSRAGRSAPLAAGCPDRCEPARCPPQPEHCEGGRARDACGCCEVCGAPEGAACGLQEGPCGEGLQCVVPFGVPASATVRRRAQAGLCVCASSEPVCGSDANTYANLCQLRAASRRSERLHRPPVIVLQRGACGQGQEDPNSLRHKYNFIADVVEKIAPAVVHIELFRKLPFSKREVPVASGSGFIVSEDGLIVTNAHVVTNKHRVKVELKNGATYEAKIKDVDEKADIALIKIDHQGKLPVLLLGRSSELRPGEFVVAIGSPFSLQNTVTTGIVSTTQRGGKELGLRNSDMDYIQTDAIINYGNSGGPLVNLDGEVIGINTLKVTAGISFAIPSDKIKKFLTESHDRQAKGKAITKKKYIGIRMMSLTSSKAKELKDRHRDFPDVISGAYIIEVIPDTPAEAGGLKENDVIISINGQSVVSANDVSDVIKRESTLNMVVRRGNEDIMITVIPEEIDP
# The depositor's hits bear a star; & = joins results of further samples.
entry	Molecule	HTRA1 inhibitor
1	C#CCOCCOCCOCCNc1nc(N2CCN(C(=O)[C@H](Cc3cc4ccccc4[nH]3)n3cc(C(N)CC(C)C)nn3)CC2)nc(N2CCN(C(=O)[C@H](CCC(=O)O)n3cc(C(N)[C@H](C)CC)nn3)CC2)n1 (stereo not given in full)	-1
2	CCOc1cc(C2C(C#N)=C(N)OC(C)=C2C(C)=O)c(Br)c(Br)c1OC(C)C (stereo not given)	-27
3	Cc1ccc(CN/C=C/C(=O)c2ccc(Br)cc2)cc1	-29
4	Cc1ccc2nc3c(cc(C(=O)NCC4CCCO4)c(=N)n3CC3CCCO3)c(=O)n2c1 (stereo not given)	-1
5	CCCCCCCCCCOC(=O)Cn1c(COc2ccc(OC)cc2)[n+](C)c2ccccc21	18&24
6	COC(=O)C1=C(C(=O)OC)[C@@H]2N(C)c3ccccc3[C@@]23C[C@@H](C(=O)OC)N(C(=O)c2cc(C)oc2C)C3=N1	-8
7	O=[N+]([O-])c1cc(Cc2ccccc2)cc(C=Nc2ccc(N3CCOCC3)cc2)c1O	29
8	CC(=O)C1=C(O)C(=O)N(c2cc(C(C)(C)C)on2)C1c1ccc(C(C)C)cc1 (stereo not given)	-3
9	Cc1ccccc1C1CC(=O)Oc2cc(O)ccc21 (stereo not given)	53*
10	O=C(CSc1nc2c(c(=O)n1-c1ccc(F)cc1)SCC2)N1CCCC1	4
11	CCOC(=O)Cn1nc(C)c(NC(=O)COc2ccc(F)cc2F)c1C	3
12	O=C(C1CCCN(S(=O)(=O)c2cnc[nH]2)C1)N1CCN(Cc2ccccc2)CC1 (stereo not given)	-2
13	Cc1ccc2[nH]c(=O)c(-c3nc4cc(C)ccn4c3NCc3ccco3)cc2c1	6
14	CSc1ccccc1NC(=O)COC(=O)/C=C/c1ccco1	-3
15	CCOCCCNC(=O)/C(C#N)=C/c1ccc(-c2ccc(S(=O)(=O)N3CCOCC3)cc2)o1	-20
16	O=S(=O)(O)c1cccc2c(N=Nc3ccc(O)c4ncccc34)cccc12	71*
17	C1CN(CCN2CCOCC2)CCN1	1
18	COCCOC(=O)/C(=C/c1ccc(OC(=O)c2ccccc2)cc1)C(C)=O	17
19	Cc1[nH]n(C(N)=S)c(=O)c1N=Nc1cccc([N+](=O)[O-])c1C	15
20	CN1CCN(CC(=O)N2c3ccccc3C(C)(c3ccccc3)CC2(C)C)CC1 (stereo not given)	27
21	CC(C)C1Nc2ccc(C(=O)NC3CCCCC3)cc2NC1=O (stereo not given)	-4
22	Cc1c(Cl)cccc1N1C(=O)C(N2C(=O)c3cccc([N+](=O)[O-])c3C2=O)C1c1cccs1 (stereo not given)	-6
23	Cc1cc(NC(=O)CSc2nc3c([nH]c4ccccc43)c(=O)n2-c2cccc(C(F)(F)F)c2)no1	-34
24	CN(CC(=O)Nc1ccc(Cl)c(C(F)(F)F)c1)CC(=O)NC1CCCCC1	-14
25	COC(=O)C1=C(C(=O)OC)[C@@H]2N(Cc3ccccc3)c3ccccc3[C@@]23C[C@@H](C(=O)OC)N(C(=O)COCc2ccccc2)C3=N1	-6
26	O=C(Nc1ccc(F)c(F)c1)C1CCCN(S(=O)(=O)c2cnc[nH]2)C1 (stereo not given)	4
27	CCCn1c(CN(Cc2ccccc2)Cc2ccccc2)nc2c1c(=O)n(C)c(=O)n2C	-9
28	CCOC(=O)N1CCN(C(=O)CSCC(=O)N=c2sc3ccccc3n2C)CC1	2
29	C=CCNC(=O)C(C#N)c1nc2ccccc2nc1N1CCN(Cc2ccccc2)CC1 (stereo not given)	1
30	COc1cc(C(CCN2CCCC(C)C2)c2c(OC)cc(OC)c3c2OC(=O)CC3c2ccc(N(C)C)cc2)cc(OC)c1OC (stereo not given)	1
31	O=S(=O)(NC1CCCCC1N1CCN(c2cccc(Cl)c2)CC1)c1ccccc1 (stereo not given)	-18
32	OCCN=c1cc(-c2ccccc2)oc2ccc(Cl)cc12	5
33	C/C=C(/C)C(=O)OC1CC(C)(C)C[C@H]2C3=CC[C@@H]4[C@@]5(C)CCC(O[C@@H]6O[C@@H](C(=O)O)[C@@H](O)C(O[C@@H]7OC[C@H](O)[C@@H](O)[C@@H]7O[C@@H]7OC(CO)C(O)[C@@H](O)[C@@H]7O)C6O[C@@H]6OC(CO)C(O)C(O)C6O)[C@@](C)(CO)[C@@H]5CC[C@]4(C)[C@]3(C)CC(O)[C@@]12CO (stereo not given in full)	-18
34	Cc1c(N=Cc2c(O)n(C)c(=O)c3ccccc23)c(=O)n(-c2ccccc2)n1C	-8
35	COC(=O)C(Cc1ccc(OC(=O)c2ccc(C)cc2)cc1)N1Cc2ccccc2C1=O (stereo not given)	-30
36	CN(C)S(=O)(=O)c1ccc(N2CCCC2)c(C(=O)OCC(=O)NC2(C#N)CCCCC2)c1	-5
37	CC(C)n1c(S(=O)(=O)O)nc2ccccc21	-4
38	Cc1nn(CC(=O)NCCCc2ccccc2)c(=O)c2cccn12	1
39	C[C@@H]1O[C@@H](OC[C@H]2O[C@@H](Oc3cc(O)c4c(=O)cc(-c5ccc(O)c(O)c5)oc4c3)[C@H](O)[C@@H](O)[C@@H]2O)[C@H](O)[C@H](O)[C@H]1O	20
40	Cc1cccc(N2CCN(C3CCCCC3NS(=O)(=O)c3ccccc3)CC2C)c1 (stereo not given)	-49
41	Cc1ccc2cc3cc(C(=O)N4CCCCCC4)oc3nc2c1	-16
42	COCCn1c(=O)[nH]c2cc(C(=O)N3CCN(c4ccccc4F)CC3)ccc2c1=O	-5
43	COc1cccc2c1cc1c(=O)n(CC(=O)NCc3ccccn3)nc(C)n12	1
44	CCCCCOc1ccc(NC(=O)C(=O)NCCC2=CCCCC2)cc1	6
45	Cc1ccc(C(=O)OC(C)C(=O)c2cc(C)c(C)cc2C)o1 (stereo not given)	-20
46	O=C(C1CCCN(S(=O)(=O)c2ccc([N+](=O)[O-])cc2)C1)N1CCCCC1 (stereo not given)	4
47	CC(=O)c1ccc(N2CCN(S(=O)(=O)c3ccc4c5c3CC(=O)N5CC(C)S4)CC2)cc1 (stereo not given)	7
48	COC(=O)C1=C(C)N(Cc2ccccc2)C(=NCc2cccc(Cl)c2)N[C@H]1c1ccccc1	-18
49	O=C(Cn1c(CO)nc2ccccc21)NC1CCCCCC1	10
50	COc1ccc(C(=O)/C=C/c2cn(CC(O)CN3CCOCC3)c3ccccc23)cc1 (stereo not given)	-8
51	COc1cc(OC)c(C(=O)Nc2ccc3ccccc3c2)cc1OC	-41
52	COCCN(CCOC)CC(O)COC(c1ccccc1)c1ccccc1 (stereo not given)	1
53	COc1cc2c(cc1OC)C(=O)C(Br)CC2 (stereo not given)	42*
54	CC(C)C[C@H](NC(=O)OC(C)(C)C)C(=O)N[C@@H](CO)[C@H](O)[C@@H]1C[C@@H]1C(=O)N(C)C	5
55	CCN=C1S/C(=C\c2ccc(-c3cccc(C(=O)O)c3)o2)C(=O)N1CC	-1
56	O=C1CSC(=S)N1/N=C/c1ccc(O)c(O)c1O	28
57	CCN(CC)S(=O)(=O)c1ccc(O)c(NC(=O)c2cc(-c3cc(OC)c(OC)c(OC)c3)nc3ccccc23)c1	4
58	CCn1nc(C)c(/C=N/NC(=O)Cc2ccc(Cl)cc2)c1C	-4
59	O=C1CSC(=S)N1/N=C/c1ccc(O)c([N+](=O)[O-])c1	14
60	Cc1ccc(NC(=O)c2cccc3c2C(=O)N(C2CCCCC2)C3)c(C)c1	-2

# Molecules listed so far with bromine, in the order listed:
entry	Molecule	HTRA1 inhibitor
2	CCOc1cc(C2C(C#N)=C(N)OC(C)=C2C(C)=O)c(Br)c(Br)c1OC(C)C (stereo not given)	-27
3	Cc1ccc(CN/C=C/C(=O)c2ccc(Br)cc2)cc1	-29
53	COc1cc2c(cc1OC)C(=O)C(Br)CC2 (stereo not given)	42*

# The main list resumes; the six compounds before the break are reprinted first.
entry	Molecule	HTRA1 inhibitor
55	CCN=C1S/C(=C\c2ccc(-c3cccc(C(=O)O)c3)o2)C(=O)N1CC	-1
56	O=C1CSC(=S)N1/N=C/c1ccc(O)c(O)c1O	28
57	CCN(CC)S(=O)(=O)c1ccc(O)c(NC(=O)c2cc(-c3cc(OC)c(OC)c(OC)c3)nc3ccccc23)c1	4
58	CCn1nc(C)c(/C=N/NC(=O)Cc2ccc(Cl)cc2)c1C	-4
59	O=C1CSC(=S)N1/N=C/c1ccc(O)c([N+](=O)[O-])c1	14
60	Cc1ccc(NC(=O)c2cccc3c2C(=O)N(C2CCCCC2)C3)c(C)c1	-2
61	O=C(Nc1ccccc1C(=O)N1CCOCC1)c1ccc(Br)cc1	-2
62	O=C(c1ccccc1)c1cccc(C(=O)c2ccccc2)c1	-16
63	COc1ccc(N=Cc2cc(Cc3ccccc3Cl)cc([N+](=O)[O-])c2O)cc1OC	12
64	CNC(=O)CNC(=O)Nc1ccc(Cl)c(Cl)c1	4
65	CCCOc1ccccc1C1CC(=O)Nc2cc3c(cc21)OCCO3 (stereo not given)	-8
66	CC(Sc1nnc(COc2ccc([N+](=O)[O-])cc2)n1-c1ccccc1)C(=O)O (stereo not given)	-4
67	O=C(CSC1=Nc2ccccc2C2=NC(c3ccccc3)C(=O)N12)NCC1CCCO1 (stereo not given)	6
68	CCCN1CCc2c(sc3nc(SCC)n(-c4ccc(OC)cc4)c(=O)c23)C1	-18
69	COc1ccc(N(Cc2cc3ccc(C)cc3[nH]c2=O)S(=O)(=O)c2ccccc2)cc1	-12
70	C/C=C\C=C/C(=O)Nc1cccc(C2=NOC3(C2)C[C@@H](C(N)=O)N(C(=O)[C@H]2CCC(=O)N2)C3)c1 (stereo not given in full)	-5
71	COc1ccc(-c2nc(CSCC(=O)NCc3ccco3)c(C)o2)cc1	5
72	O=C(O)c1ccccc1SC1CC(=O)N(C2CCCCC2)C1=O (stereo not given)	-4
73	CC1=Nc2ccccc2/C1=C/c1sc(=N)n(-c2nccs2)c1O	16
74	CCOC(=O)c1c(C)[nH]c(C(=O)OC/C(O)=C(\C#N)c2nc3ccccc3[nH]2)c1C	-5
75	C=CCNc1nc(N)c([N+](=O)[O-])c(NCc2ccccc2)n1	-2
76	Cc1cc(/C=N/n2cnnc2)c(C)n1-c1ccc(OCc2ccc(Cl)cc2Cl)cc1	-92
77	Nc1nc(-c2cccs2)cs1	4
78	Brc1cc(Br)c2nc(-c3ccc(N4CCOCC4)cc3)ccc2c1	-22
79	O=C(CC1N=C2c3ccccc3N=C(SCc3ccc(Cl)cc3)N2C1=O)NCc1ccco1 (stereo not given)	-22
80	COC(=O)C1=C(C)N(Cc2ccccc2)C(=NCc2cc(OC)c(OC)c(OC)c2)N[C@H]1c1ccccc1	3
81	CC1CCCCC1NC(=O)CCn1ccc2cc(S(=O)(=O)N3CCCC3)ccc21 (stereo not given)	-6
82	O=C(O)C(S)C(S)C(=O)O (stereo not given)	8
83	CC1=C(C)C(=O)C(CCCCC#CCCCC#CCO)=C(C)C1=O	-8
84	Cc1cc(C)nc(NC(=O)NS(=O)(=O)Nc2ccc(Br)cn2)n1	7
85	CCC1CCCCN1CCCNC(=O)Cn1ncc2c([nH]c3ccc(C)cc32)c1=O (stereo not given)	-8
86	CN(C)c1ccc2c(c1)OC(N)=C(C#N)C2c1cccc(F)c1 (stereo not given)	4
87	CCOc1cc(C(=O)N(CC)CC(=O)Nc2c(F)cccc2F)ccc1OCC(=O)N1CCOCC1	0
88	CCCCNC(=O)/C(C#N)=C/c1ccc(C(=O)OC)cc1	7
89	Cc1nc(Nc2nc3c(c(=O)[nH]2)CCC3)nc2ccccc12	-7
90	COc1cc(NC(=O)c2cc(-c3ccccc3)nc3c2cnn3C(C)C)cc(OC)c1OC	4
91	Cc1cccc(C)c1N=Cc1c(O)n(-c2nccs2)c(=O)c2ccccc12	-28
92	CCOc1ccc(CCNC(=O)c2nnn(CC(=O)Nc3ccc(C)cc3)c2N)cc1OCC	-3
93	CC(C)OC(=O)Cn1c(=O)oc2ccccc21	8
94	COCCNc1nc(C)cc(-c2cc(C(=O)Nc3ccccc3)on2)n1	0
95	CN(CC(=O)Nc1ccccc1Cl)C(=O)COC(=O)c1ccccc1[N+](=O)[O-]	3
96	O=C(Oc1ccc(Br)cc1C(=S)N1CCOCC1)c1ccc(F)cc1	-2
97	O=C(C1=C[C@@H](c2ccc(Br)cc2)C[C@@H](OCc2ccc(CO)cc2)O1)N1CCN(Cc2ccc3c(c2)OCO3)CC1	-73
98	COc1cccc(Nc2nn3c(=O)c4ccccc4nc3s2)c1	-17
99	O=C(CS(=O)(=O)c1ccccc1)c1cc2cc(F)ccc2oc1=O	-7
100	Cc1ccc(S(=O)(=O)/N=C2/C=C(Sc3ncn[nH]3)C(=O)c3ccccc32)cc1	22
101	CCOC(=O)CN1C(=O)N[C@@H](c2cccc(C(F)(F)F)c2)C(C(C)=O)=C1C	0
102	Cc1c(C(=O)Nc2nc(-c3ccccn3)cs2)oc2ccccc12	-2
103	Cn1ncc(Br)c1NC(=O)Nc1ccccc1	-2
104	COC(=O)c1c(C)oc2ccc(N(C(=O)Oc3ccccc3)S(=O)(=O)c3ccc(Cl)c([N+](=O)[O-])c3)cc12	-5
105	CCOc1cc(/C=C2/C(=N)N3C(=NC2=O)SN=C3S(C)(=O)=O)ccc1OC(=O)c1ccco1	-1
106	O=C(N/N=C/c1ccccn1)c1cc(C2CC2)nc2ccccc12	-7
107	CCc1ccc2oc(C(=O)Nc3cccnc3)c(C)c2c1	-19
108	CCCCn1nc(NC(=O)COC)c2cc3ccc(C)cc3nc21	-15
109	CCOC(=O)C1=C(O)/C(=C/c2cn(CC(=O)N3CCCC3)c3ccccc23)SC1=Nc1ccccc1	1
110	N#Cc1c(-c2ccc3c(c2)OCO3)cc[nH]c1=O	1
111	COc1ccc(CNC(=O)C[C@H]2C[C@H](C(=O)N3CCCCC3)[C@@]3(CCc4ccccc4)c4[nH]c5cc(-c6ccco6)ccc5c4CCN3C2=O)cc1OC	-14
112	CCOC(=O)c1cc(-c2ccccc2)sc1NC(=O)COC(=O)c1ccc(Cl)c(S(N)(=O)=O)c1	-16
113	NS(=O)(=O)c1ccc(CCNC(=O)C2CCN(S(=O)(=O)c3cccc4cccnc34)CC2)cc1	2

# The list is partial. The share of hits here may be higher or lower than overall.
